PKA-R2B activ: activators of PKA-R2B holoenzyme, primary screen, biochemical, fluorescence polarization, Cy5-IP20, human; PKA-R2B holoenzyme dissociation; R2B truncated from residue 108, S112A mutant; 0% DMSO only, 100% 113 µM cGMP; activation, % at 11.4 µM; AID 504700, 2011; actives 0.079% (n = 340,000);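 active = activation above a cutoff set at the mean over all compounds plus 3 SD, cut at about 18% in these data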;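 note: higher means more holoenzyme dissociation and a rise in polarization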
HTR5A inv ctr: HTR5A inverse agonists in luminescence cell assay, primary screen, counter-screen for OPRM1-OPRD1 heterodimer inverse agonist project, full-deck HTS; 5-hydroxytryptamine receptor 5A (Homo sapiens), P47898; HTR5A cell line, inverse agonism; inhibition, % at 9.3 µM; actives 0.083% (n = 340,000); in the data active = inhibition mostly above about 23%, no sharp cut-off; inactive = mostly below about 18%;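 note: 0% = cells with DMSO and 100% = no-cell wells with DMSO; some compounds called inactive have numbers as strong as hits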
DAGLB inhibitor: DAGLB lipase inhibitors, primary screen, biochemical, fluorescence, HTS. actives 0.059% (n = 340,000). Diacylglycerol lipase-beta (Homo sapiens), Q8NCG7. HEK293T DAGLB membrane lysate, EnzChek fluorogenic substrate. inhibition, % at 5.17 µM; in the data active = inhibition above about 34%;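 note: 0% = enzyme with vehicle and 100% = wells lacking enzyme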
MOR-DOR inv ag: inverse agonists of MOR-DOR heterodimerization, primary screen, cell-based, luminescence; cell-based MOR-DOR heterodimer luminescence, inverse agonism; inhibition, % at 9.3 µM; actives 0.21% (n = 340,000); in the data active = inhibition above about 22%, passing the limit was not always enough;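 note: 0% = cells with DMSO and 100% = wells without cells with DMSO; values of inactives mirror those of a sister screen read the other way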
Target sequence (P35372 whole entry, looked up): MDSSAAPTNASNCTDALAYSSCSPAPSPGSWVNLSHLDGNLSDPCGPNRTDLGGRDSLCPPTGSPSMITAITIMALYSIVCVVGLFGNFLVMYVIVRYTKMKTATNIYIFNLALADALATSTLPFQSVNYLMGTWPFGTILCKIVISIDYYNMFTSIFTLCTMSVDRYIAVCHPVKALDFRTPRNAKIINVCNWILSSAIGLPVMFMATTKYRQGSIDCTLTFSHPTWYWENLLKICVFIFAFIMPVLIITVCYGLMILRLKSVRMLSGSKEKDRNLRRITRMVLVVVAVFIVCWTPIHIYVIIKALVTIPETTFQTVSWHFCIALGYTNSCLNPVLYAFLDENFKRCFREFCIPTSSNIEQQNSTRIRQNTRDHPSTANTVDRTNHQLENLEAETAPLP
Target sequence (P41143 whole entry, looked up): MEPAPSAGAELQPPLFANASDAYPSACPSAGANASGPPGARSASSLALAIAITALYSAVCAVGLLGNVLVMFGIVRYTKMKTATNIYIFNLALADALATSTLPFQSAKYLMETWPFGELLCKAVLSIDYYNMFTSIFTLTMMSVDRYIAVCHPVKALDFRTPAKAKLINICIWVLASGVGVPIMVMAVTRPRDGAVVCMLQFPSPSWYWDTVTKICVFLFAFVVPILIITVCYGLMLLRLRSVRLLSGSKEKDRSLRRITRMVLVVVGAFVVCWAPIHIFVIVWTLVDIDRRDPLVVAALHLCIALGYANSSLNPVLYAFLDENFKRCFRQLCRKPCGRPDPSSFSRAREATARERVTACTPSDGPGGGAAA
Arr AP2 block: inhibitors of beta-arrestin/AP2 binding, primary screen, biochemical, GPCR trafficking, flow cytometry. beta-arrestin 1 C-terminal peptide binding to AP2 beta2-adaptin appendage (human). FITC-arrestin peptide / GST-AP2 beads; AP2 beta2 appendage carries R879A mutation. inhibition, % at 10 µM. actives 0.31% (n = 340,000). AID 504490, 2011;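 active = inhibition above a set limit, near 3 SD of compounds lacking own fluorescence, cut at about 54% in these data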;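 note: plate controls were DMSO wells for no effect and 5 µM unlabelled arrestin peptide for full effect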
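Assay system: GST-AP2 R879A bound to glutathione beads, E. coli-expressed; Medium: PBS with 0.05% Tween 20 and 0.1% BSA; Also added: fluorescein-tagged arrestin peptide at 50 nM final; Timing: 12 min plus 1 h, RT; Measured by: flow cytometry, FL1 (488/535 nm); Evaluation: percent drop in bead-associated FITC signal.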
HTR5A ag: HTR5A agonists in luminescence cell assay, primary screen, counter-screen for OPRM1-OPRD1 heterodimer agonist project, full-deck HTS; 5-hydroxytryptamine receptor 5A (Homo sapiens), P47898; AID 504692, 2011; activation, % at 9.3 µM; cell-based; actives 0.61% (n = 340,000); in the data active = activation mostly above about 9.5%, no sharp cut-off; inactive = mostly below about 7.6%;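 note: 0% = cells with vehicle only and 100% = reference agonist; strong numbers were not always called active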
V-ATPase pHluor: regulators of yeast V-ATPase proton pumping, primary screen, pHLuorin cytosolic pH fluorescence | actives 0.37% (n = 350,000) | response, % at 10 µM | AID 504577, 2011 | S. cerevisiae; in the data active = response mostly above about 7.3%, no sharp cut-off; inactive = mostly below about 5.4%; note: actives read high; inactives centre near 0; some compounds called inactive have numbers as strong as hits; reference of the scale not given here
DSG3 Ab inh: inhibitors of pemphigus antibody binding to DSG3, primary screen, biochemical, bead-based, flow cytometry, scFv-GFP; actives 0.48% (n = 310,000); binding (percent of control), % at 10 µM; AID 588358, 2011; Desmoglein-3 (Homo sapiens), P32926; DSG3-coupled beads, scFv-anti-DSG3-GFP binding; active compounds read low;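 active = binding more than 3 SD below its plate's average and above zero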;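 note: hits lower antibody fragment binding to DSG3; some compounds called inactive have numbers as strong as hits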
OPRM1-OPRD1 ag: agonists of OPRM1-OPRD1 heterodimerization, primary screen, cell-based, luminescence. activation, % at 9.3 µM. AID 504326, 2011. cells. actives 0.3% (n = 340,000). Mu-type opioid receptor (Homo sapiens) + Delta-type opioid receptor (Homo sapiens), …; in the data active = activation above about 18%;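 note: 0% = vehicle-treated cells and 100% = reference agonist; values of inactives mirror those of a sister screen read the other way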
PKA-R1A act: activators of PKA-R1A holoenzyme, primary screen, biochemical, fluorescence polarization, Cy5-IP20, bovine R1A, mouse PKAc; cAMP-dependent protein kinase type I-alpha regulatory subunit (Bos taurus) + …; PKA-R1A dissociation; scaled: DMSO 0%, 113 µM cGMP 100%; activation, % at 11.4 µM; actives 0.083% (n = 340,000);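 active = percent activation above the mean of all tested compounds plus 3 SD, cut at about 19% in these data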;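 note: higher means more PKAc released from R1A so a rise in polarization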
The depositor's hits bear a star; · = no result given. Random draw from the library; about 2.4% have a hit in one of these screens.

cpd	compound	PKA-R2B activ	HTR5A inv ctr	DAGLB inhibitor	MOR-DOR inv ag	Arr AP2 block	HTR5A ag	V-ATPase pHluor	DSG3 Ab inh	OPRM1-OPRD1 ag	PKA-R1A act
1	CC(O)(CS(=O)(=O)Cc1cccc(C(F)(F)F)c1)C(=O)Nc1cccc(C(F)(F)F)c1 (stereo not drawn)	-8	-5	0	-42	-8	8	2	102	8.1	7
2	Cc1cc(C(=O)O)c(C)n1-c1ccccc1	-8	11	-3	11	-2	-3	0	83	-1.8	-2
3	Cc1cc(C(=O)NNC(=O)c2ccccc2[N+](=O)[O-])c(C)o1	-9	-1	-3	11	15	0	-5	95	-2.6	-7
4	CCOC(=O)c1[nH]c(CSc2nnnn2-c2ccccc2C)c(C(=O)OCC)c1C	-19	15	-6	7	14	0	-6	104	-1.2	-3
5	COc1ccc(NC(=O)CSc2nnc(CNc3ccc(F)cc3)o2)c(OC)c1	-6	5	0	2	-3	0	1	102	-0.4	-15
6	N#C/C(=C/c1cccn1-c1cccc(C(=O)O)c1)c1ccc(F)cc1	1	-7	7	-2	16	2	2	98	0.3	-7
7	CCc1ccc(C(=O)CSc2nc(N)cc(=O)[nH]2)cc1	0	-1	2	4	30	0	-2	117	-0.9	2
8	COc1ccc(-c2nnc3ccc(SCC(=O)Nc4nccs4)nn23)cc1OC	-3	3	2	9	-4	2	0	·	-1.7	-2
9	CCCNC(=O)N1CCC(c2nc3ccccc3s2)CC1	-1	-7	-1	10	1	2	-2	91	-1.9	-16
10	CCOC(=O)N1CCN(S(=O)(=O)c2cc(Br)cc3c2N(C(=O)C2CC2)CC3)CC1	-3	-4	-3	-2	8	0	0	97	0.4	14
11	O=c1c2sc(-c3ccccc3)cc2nc2n1CCC2	-9	-7	-2	15	-7	2	1	100	-2.9	-10
12	CC(C)CCN1CCNC(=O)C1CC(=O)N(C)CCCN1CCOCC1 (stereo not drawn)	5	6	1	10	-4	-4	2	107	-1.9	6
13	Cc1cc2cc(CN3C(=O)c4ccccc4C3=O)ccc2n1C	2	12	6	5	-7	-4	-2	102	-0.6	-3
14	Cc1ccc2[nH]c(=O)c(CN(CCN3CCOCC3)C(=O)Nc3ccccc3F)cc2c1	0	7	0	11	-6	2	0	107	-1.8	-12
15	CN(C)CCNC(=O)COc1cccc(Cl)c1	-9	17	0	9	-10	3	-2	110	-2.0	-6

Next part.
cpd	compound	PKA-R2B activ	HTR5A inv ctr	DAGLB inhibitor	MOR-DOR inv ag	Arr AP2 block	HTR5A ag	V-ATPase pHluor	DSG3 Ab inh	OPRM1-OPRD1 ag	PKA-R1A act
16	CC(=O)N1CCN(c2ccc(N=Cc3c(O)n(Cc4ccccc4)c(=O)[nH]c3=O)cc2)CC1	-9	-17	3	-4	19	7	-3	100	0.7	5
17	O=C(OCc1ccccc1)N1CCC2CC1c1ccc(N3CCNCC3)cc12 (stereo not drawn)	-3	·	2	·	·	·	1	98	·	8
18	COC(=O)c1cc(NC(=O)C2(S(=O)(=O)c3ccc(Cl)cc3)CC2)cc(C(=O)OC)c1	-2	14	-4	0	-3	3	5	117	0.0	10
19	CN(C)CCCNC(=O)c1ccc(-c2ccccc2)cc1	-7	-5	-1	7	-4	2	-2	·	-1.5	-10
20	COc1ccc(N2CCN(C(=O)CNS(=O)(=O)c3ccc(Br)s3)CC2)cc1	0	-6	0	-3	22	-1	-2	107	0.4	-7
21	CCOc1ccc(OCCC(=O)N(CC)CC(=O)NCc2ccc(Cl)cc2)cc1	-4	-5	-1	-2	-3	2	2	102	0.2	-8
22	O=C1CSC(=Nc2ccccc2[N+](=O)[O-])N1	-18	1	1	-1	4	0	-3	104	0.1	4
23	Cc1cc(C)cc(-n2c(C)cc(/C=N/NC(=O)c3ccncc3)c2C)c1	-10	-4	-3	9	41	1	6	103	-1.8	-7
24	CCCCOC(=O)c1ccc(NC(=O)C(=O)NCCN(C)C)cc1	7	-15	1	14	14	1	-8	104	-2.7	1
25	CS(=O)(=O)c1ccc(C(=O)Nc2cccc(-c3nc4ccccc4[nH]3)c2)cc1	10	6	3	-13	1	-1	5	101	2.4	-11
26	CN(C(=O)c1ccccc1)c1ccc(OCC(=O)NC2CCS(=O)(=O)C2)cc1 (stereo not drawn)	-9	2	0	2	30	-3	2	77	-0.3	-3
27	Cc1ccc(S(=O)(=O)CC(=O)NC(C)c2ccccc2)cc1 (stereo not drawn)	9	6	1	3	26	-2	-5	104	-0.6	9
28	COc1ccc(CC(=O)N/N=C(\C)CC(=O)Nc2ccc3c(c2)OCCO3)cc1	8	1	-2	2	0	-5	1	·	-0.4	2
29	COc1ccc(NC(=O)Nc2cccc3c2O[C@@H](CN(C)S(=O)(=O)c2cn(C)cn2)[C@@H](C)CN([C@H](C)CO)C3=O)cc1	-5	5	2	10	6	0	6	101	-1.7	0
30	Cc1ccc(N2CC(c3nc4ccccc4[nH]3)CC2=O)c(C)c1 (stereo not drawn)	-2	10	1	-8	2	-4	4	·	1.3	-9

Record cards, as listed above. Screens in order: PKA-R2B activ, HTR5A inv ctr, DAGLB inhibitor, MOR-DOR inv ag, Arr AP2 block, HTR5A ag, V-ATPase pHluor, DSG3 Ab inh, OPRM1-OPRD1 ag, PKA-R1A act
Results for `CC(O)(CS(=O)(=O)Cc1cccc(C(F)(F)F)c1)C(=O)Nc1cccc(C(F)(F)F)c1` (stereo not drawn) : -8, -5, 0, -42, -8, 8, 2, 102, 8.1, 7
Results for `Cc1cc2cc(CN3C(=O)c4ccccc4C3=O)ccc2n1C` : 2, 12, 6, 5, -7, -4, -2, 102, -0.6, -3

Fetched by structure from the list above (six):
cpd	compound	PKA-R2B activ	HTR5A inv ctr	DAGLB inhibitor	MOR-DOR inv ag	Arr AP2 block	HTR5A ag	V-ATPase pHluor	DSG3 Ab inh	OPRM1-OPRD1 ag	PKA-R1A act
27	Cc1ccc(S(=O)(=O)CC(=O)NC(C)c2ccccc2)cc1 (stereo not drawn)	9	6	1	3	26	-2	-5	104	-0.6	9
23	Cc1cc(C)cc(-n2c(C)cc(/C=N/NC(=O)c3ccncc3)c2C)c1	-10	-4	-3	9	41	1	6	103	-1.8	-7
24	CCCCOC(=O)c1ccc(NC(=O)C(=O)NCCN(C)C)cc1	7	-15	1	14	14	1	-8	104	-2.7	1
20	COc1ccc(N2CCN(C(=O)CNS(=O)(=O)c3ccc(Br)s3)CC2)cc1	0	-6	0	-3	22	-1	-2	107	0.4	-7
19	CN(C)CCCNC(=O)c1ccc(-c2ccccc2)cc1	-7	-5	-1	7	-4	2	-2	·	-1.5	-10
16	CC(=O)N1CCN(c2ccc(N=Cc3c(O)n(Cc4ccccc4)c(=O)[nH]c3=O)cc2)CC1	-9	-17	3	-4	19	7	-3	100	0.7	5

Continued.
cpd	compound	PKA-R2B activ	HTR5A inv ctr	DAGLB inhibitor	MOR-DOR inv ag	Arr AP2 block	HTR5A ag	V-ATPase pHluor	DSG3 Ab inh	OPRM1-OPRD1 ag	PKA-R1A act
31	CCCOCC(O)CCc1n[nH]c(=S)n1-c1ccccc1 (stereo not drawn)	0	-9	-2	2	7	3	3	103	-0.5	0
32	CC(C)CN(C(=O)c1cccc(F)c1)c1c(N)n(CC(C)C)c(=O)[nH]c1=O	5	-9	4	-2	9	3	-4	96	0.2	1
33	C=CCN1C(=O)C2C(C(=O)NC)C3(C)C=CC2(O3)C1C(=O)NCc1ccc(OC)cc1 (stereo not drawn)	-13	16	-4	3	3	6	1	96	-0.4	-7
34	O=C(CCNS(=O)(=O)c1ccccc1Cl)OCc1nnc(-c2ccccc2Cl)o1	2	8	1	8	0	-3	-4	90	-1.9	-6
35	NS(=O)(=O)c1cc2c(cc1Cl)NC(CC1CCCC1)NS2(=O)=O (stereo not drawn)	-2	-9	-2	12	-1	2	-2	102	-2.4	-9
36	CC(=O)N/C(=C\c1ccc(F)cc1)C(=O)NC(C(=O)O)C(C)C (stereo not drawn)	2	10	1	9	4	-3	0	116	-1.6	2
37	Cc1ccc(S(=O)(=O)NC(CN2CCOCC2)=NCCNS(=O)(=O)c2ccccc2)cc1	-5	-4	0	7	-7	1	-2	101	-1.7	-5
38	COc1ccc(OC(=O)c2cc3ccccc3o2)cc1	0	-12	-6	-9	1	3	2	103	1.6	-10
39	CCCN(CC(=O)Nc1cc(Cl)ccc1Cl)C(=O)/C=C/c1ccco1	-2	8	-6	-21	4	2	0	95	3.9	10
40	Cc1ccccc1N=C1c2ccccc2C(=O)C1[N+](=O)[O-] (stereo not drawn)	-2	20	-5	7	-18	1	3	102	-1.3	-5
41	CN1CCN(C(=O)NCC23CC4CC(CC(C4)C2)C3)CC1	8	4	-2	-2	-8	6	-1	96	0.4	6
42	CN(CCOc1ccccc1)Cc1nc2cc(Cl)ccc2c(=O)[nH]1	4	6	2	2	19	-2	10	95	-0.5	5
43	O=C(Nc1ccccc1)c1snc2c(=O)[nH]cnc12	-5	11	4	13	-9	-4	7	107	-2.2	7
